# BAZ2B block = inhibitors of human BAZ2B bromodomain; Q9UIF8; AlphaScreen BAZ2B-H3K14Ac peptide displacement; Potency, µM (top dose mostly 114 µM), without a hit: top-dose activity change, negative = inhibition, usual class: inhibitors; 360,000 compounds, 4.4% hits; AID 504333; further: on the % scale 0 is the no-effect control and ±100 the full control effect; nearly all actives have a fitted effect of over 60% in size
#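 BAZ2B (50 nM) with biotin-H3(5-23)K14Ac peptide (50 nM) in PBS pH 7.4, 0.01% Tween-20, preformed 30 min, then compound 30 min at room temperature; top concentration 110uM. AlphaScreen streptavidin donor/nickel chelate acceptor beads (10 ug/mL final), 20 min dark, signal read.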
# JMJD2A Tudor = inhibitors of human JMJD2A Tudor domain | 390,000 compounds, 4.4% hits | O75164 | Potency, µM (doses to about 114 µM), inactives show top-dose activity change, negative = inhibition, hits mostly inhibitors | AlphaScreen JMJD2A-Tudor / H3K4me3 peptide binding | AID 504339; further: on the % scale 0 is the no-effect control and ±100 the full control effect; nearly all actives have a fitted effect of over 50% in size
# Pin1 inh = blocks the human prolyl isomerase Pin1; Q13526; Pin1 FP peptide displacement, HiFluor488, 10 min; Potency, µM (doses to about 115 µM), for the others: at the top dose activity, negative = inhibition, most hits filed as inhibitors; 390,000 compounds, 0.009% hits; active means well fitted inhibition curve with a large enough effect in the polarisation, with a control signal flat, not every such curve was filed as active; inconclusive means small, poorly fitted or top-dose-only effect, or effect the other way, or a change in a side signal; inactive means no such curve, though single readings can be large or run the other way; the % refers to the polarisation; further: on the % scale 0 is the no-effect control and ±100 the full control effect
# Target sequence (Q13526 whole entry, looked up): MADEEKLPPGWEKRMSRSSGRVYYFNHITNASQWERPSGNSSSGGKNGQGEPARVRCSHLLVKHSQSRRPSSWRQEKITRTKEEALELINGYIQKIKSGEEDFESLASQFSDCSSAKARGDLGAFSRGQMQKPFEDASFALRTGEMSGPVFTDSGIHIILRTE
# BLM helicase inh = Bloom syndrome helicase (human) inhibition; Potency, µM (top dose mostly 56.1 µM), for inactives: top-dose activity change, negative = inhibition, most hits filed as inhibitors; recombinant BLM DNA unwinding, fluorescence dequenching; 350,000 compounds, 0.2% hits; AID 2528; P54132;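 further: plate controls were vehicle for no effect and no enzyme for full effect; nearly all actives have a fitted effect of over 35% in size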
# GLS inh = inhibitors of human glutaminase (GLS); GLS enzymatic activity, qHTS titration; 410,000 compounds, 0.21% hits; O94925; AID 624170; Potency, µM (doses to about 45.5 µM), without a hit: at the top dose activity change, negative = inhibition, usual class: inhibitors; further: on the % scale 0 is the no-effect control and ±100 the full control effect
#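 Assay buffer: 45 mM KH2PO4 pH 8.2, 0.02% Tween-20. hKGA acts on L-glutamine (1 mM solution added); product glutamate is reported by an oxidase/peroxidase Amplex Red coupling, with fluorescence taken at baseline and 30 min.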
# HP1b binding inh = HP1-beta chromodomain-methylated histone interaction inhibition; AlphaScreen HP1-beta / biotin-H3K9me3 peptide binding; Potency, µM (series often up to 114 µM), inactives show top-dose activity change, negative = inhibition, actives largely listed as inhibitors; 390,000 compounds, 0.56% hits; further: nearly all actives have a fitted effect of over 70% in size; inactives centre near 23
#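 Compound inhibition of the preformed complex between 50 nM HP1-beta and 50 nM biotinylated H3K9me3 peptide was read by AlphaScreen. Buffer was PBS pH 7.4 with 0.01% Tween-20. Incubations ran 30 min at room temperature, with 10 ug/mL donor/acceptor beads.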
# Pol iota inh = blocks human DNA polymerase iota activity; 390,000 compounds, 1% hits; Q9UNA4; Potency, µM (highest dose often 115 µM), inactives show top-dose activity, negative = inhibition, usual class: inhibitors; Pol iota fluorescent replication assay, 10 min
# Target sequence (Q9UNA4 whole entry, looked up): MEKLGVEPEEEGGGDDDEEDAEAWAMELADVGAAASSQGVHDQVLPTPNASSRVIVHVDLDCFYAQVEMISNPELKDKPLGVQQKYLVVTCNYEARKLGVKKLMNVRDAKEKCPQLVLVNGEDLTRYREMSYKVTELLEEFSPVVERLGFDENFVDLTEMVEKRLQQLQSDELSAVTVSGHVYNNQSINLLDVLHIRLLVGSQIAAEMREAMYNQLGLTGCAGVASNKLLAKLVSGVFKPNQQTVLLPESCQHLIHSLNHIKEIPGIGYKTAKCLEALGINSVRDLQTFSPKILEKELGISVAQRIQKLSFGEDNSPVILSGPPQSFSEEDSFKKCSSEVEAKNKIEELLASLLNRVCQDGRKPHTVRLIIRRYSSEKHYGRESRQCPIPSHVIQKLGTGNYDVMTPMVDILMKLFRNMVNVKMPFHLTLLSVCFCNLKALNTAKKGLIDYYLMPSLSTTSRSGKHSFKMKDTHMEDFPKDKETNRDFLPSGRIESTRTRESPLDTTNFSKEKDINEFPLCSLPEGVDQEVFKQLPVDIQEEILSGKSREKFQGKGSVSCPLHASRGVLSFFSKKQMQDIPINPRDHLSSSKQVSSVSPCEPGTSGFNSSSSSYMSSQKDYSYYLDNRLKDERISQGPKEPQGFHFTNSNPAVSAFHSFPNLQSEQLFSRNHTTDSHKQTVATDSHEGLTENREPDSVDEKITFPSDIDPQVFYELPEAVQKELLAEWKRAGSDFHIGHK
#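 Pol iota at 10 nM preincubated 15 min with compounds at room temperature; reaction started with fluorescent substrate, 50 nM final. Fluorescence read kinetically at 0 and 10 min; buffer-only wells as negative control.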
# G9a block = inhibitors of human histone lysine methyltransferase G9a. Q96KQ7. G9a H3K9 monomethylation, AlphaScreen, 2 h. Potency, µM (highest dose often 102 µM), without a hit: top-dose activity, negative = inhibition, actives largely listed as inhibitors. 350,000 compounds, 8.8% hits. AID 504332; further: on the % scale 0 is the no-effect control and ±100 the full control effect; nearly all actives have a fitted effect of over 75% in size
#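 Compounds were preincubated with 20 nM G9a for 15 min, after which biotinylated H3K9 peptide (500 nM) and SAM (20 uM) started a 2 h room-temperature reaction. Monomethylated product was quantified by antibody-based AlphaScreen chemiluminescence.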
# PGK inhibitor = T. brucei PGK inhibition; P07378; PGK/GAPDH coupled, Kinase-Glo luminescence, 60 min; Potency, µM (highest dose often 57.5 µM), inactives show at the highest dose activity change, negative = inhibition, most hits filed as inhibitors; 380,000 compounds, 0.043% hits; AID 602233; further: on the % scale 0 is the no-effect control and ±100 the full control effect; nearly all actives have a fitted effect of over 60% in size
#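 Luminescent ATP detection (Kinase-Glo Plus) follows a 60-minute room-temperature incubation, with wells lacking PGK as controls. Buffer: 100 mM TEA (pH 7.6), 5 mM MgCl2, 0.01% Tween-20. Coupling enzyme GAPDH (100 nM final) supplies unstable 1,3-BPG in-well.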
# Active calls of the source: *; i = inactive; ? = inconclusive; · = no result given; & = joins results of further samples; [ ] = another dose, or the depositor's remark. Unless noted, the call rests on the fitted dose curve; in most records, active means well fitted curve in the direction sought with a large enough effect; inconclusive means small, poorly fitted or top-dose-only effect, or another doubt; inactive means no such curve, though single readings can be large; an effect the other way counts as inactive or inconclusive. Potency means the concentration at half of the fitted maximal effect.
# Start of the data: the first six compounds as a preview:
SMILES,BAZ2B block,JMJD2A Tudor,Pin1 inh,BLM helicase inh,GLS inh,HP1b binding inh,Pol iota inh,G9a block,PGK inhibitor
COc1ccc(NC(=O)N(C)C[C@H]2Oc3ccc(NC(=O)NC4CCCCC4)cc3C(=O)N([C@H](C)CO)C[C@@H]2C)cc1,·,-19%,1%,·,12%,41%[activator],3%,·,2%
CC(=O)Nc1cc(N2C(=O)CCC2=O)ccc1Cl,1%,-11%,-6%,-1%,-8%,33%,3%,-22%,i
O=C(Nc1ccc(-c2nc3ccccc3[nH]2)cc1)C1CCCO1 (centres undefined),24%,-1%,5%,5%,1%,25%,-1%,-23%[12.7 µM],-7%[11.5 µM]
Cc1cc(NC(=O)c2ccc(S(=O)(=O)N3CCOCC3)cc2)no1,2%,-13%,1%,-2%,-13%,24%,24%,35%,-2%
Cc1ccc(CNC(=O)NCc2ccccc2)cc1,-15%,-3%,-1%,0%,-4%,30%,1%,0%,-1%
Cc1ccc(C)c(NS(=O)(=O)c2cc(C(=O)NCc3ccccn3)ccc2Cl)c1,-7%,-16%,-10%,1%,7%,23%,0%,·,-7%

# The list itself, from the first entry:
SMILES,BAZ2B block,JMJD2A Tudor,Pin1 inh,BLM helicase inh,GLS inh,HP1b binding inh,Pol iota inh,G9a block,PGK inhibitor
COc1ccc(NC(=O)N(C)C[C@H]2Oc3ccc(NC(=O)NC4CCCCC4)cc3C(=O)N([C@H](C)CO)C[C@@H]2C)cc1,·,-19%,1%,·,12%,41%[activator],3%,·,2%
CC(=O)Nc1cc(N2C(=O)CCC2=O)ccc1Cl,1%,-11%,-6%,-1%,-8%,33%,3%,-22%,i
O=C(Nc1ccc(-c2nc3ccccc3[nH]2)cc1)C1CCCO1 (centres undefined),24%,-1%,5%,5%,1%,25%,-1%,-23%[12.7 µM],-7%[11.5 µM]
Cc1cc(NC(=O)c2ccc(S(=O)(=O)N3CCOCC3)cc2)no1,2%,-13%,1%,-2%,-13%,24%,24%,35%,-2%
Cc1ccc(CNC(=O)NCc2ccccc2)cc1,-15%,-3%,-1%,0%,-4%,30%,1%,0%,-1%
Cc1ccc(C)c(NS(=O)(=O)c2cc(C(=O)NCc3ccccn3)ccc2Cl)c1,-7%,-16%,-10%,1%,7%,23%,0%,·,-7%
CC1CCC(NCCNC(=O)c2ccco2)CC1 (centres undefined),-36%,20µM*,5%,-3%,11%,-9%,93%[activator],35µM*,0%
O=C(O)CCc1ccc(-c2ccc(Br)cc2)n1NC(=O)c1ccc([N+](=O)[O-])cc1,-29%,-21%,-1%,-5%,6%,22%,18%,-25%[59 µM],i
CC(=O)Oc1ccc2c(c1)C(=O)c1ccccc1C2=O,-22%,-23%,-11%,0%,-12%,-7%,19%,?,·
Cc1cccn2c(=O)c(/C=C3\SC(=S)N(CC(C)C)C3=O)c(NCCCOC(C)C)nc12,-33%,-17%,?,-5%,4%,11%,4%,18%,-1%
CCOC(=O)c1c(NC(=O)CSc2nnc(CNc3ccc(OC)cc3)n2C)sc(C)c1C,45µM*,50µM*,-3%,-3%,-4%,20µM*,-6%,?,-9%
CCN(CC)S(=O)(=O)c1ccc2oc(SCC(=O)Nc3cc(C)on3)nc2c1,6%,?,17%,·,-21%,-56%,-2%,7%[0.501 µM],-6%
CC1CCCCN1C(=O)c1cnn2c(C(F)(F)F)cc(-c3ccco3)nc12 (centres undefined),8%,-3%,0%,1%,3%,16%,2%,-22%,-1%
COc1ccccc1CC(=O)Nc1ccc(C(=O)N2CCCCC2)cc1,-11%,-7%,-1%,-2%,-6%,37%,29%,14%,-5%
NC(=O)CCC(C(=O)O)N1C(=O)c2ccc(O)cc2C1=O (centres undefined),-3%,5%,-4%,-1%,21%,15%[57 µM],17%,7%[0.501 µM],6%
COc1ccc(C(CNC(=O)c2oc3cc(C)c(Cl)cc3c2C)N2CCCCC2)cc1 (centres undefined),2%&-8%,?,-12%&-9%,-1%&3%,0%&-7%,30%&-3%,?,-33%,-2%&-8%
Cc1ccc(N=Nc2c(N)[nH]n3c(=O)cc(-c4ccccc4)nc23)cc1,4%[57.1 µM],?,-11%,-7%,21%,?,10%,?,1%
N#Cc1ccc(C(=O)NC(=S)N2CCOCC2)cc1,·,-5%,-1%,·,11%,47%[activator],?,·,1%
CCC1CCCCN1CCCNC(=O)c1ccc2c(c1)N(Cc1cccc(C)c1)C(=O)c1ccccc1S2(=O)=O (centres undefined),-30%,-23%,0%,0%,4%,21%,31%,-2%[59 µM],0%
Cc1cc(N2CCN(C)CC2)nc2ccc(NC(=O)Nc3ccc(F)cc3F)cc12,10%[57.1 µM],-1%,13%,0%,4%,26%,15%,-33%[59 µM],10%
Cc1ccc(NC(=O)CCN2CCN(C/C=C/c3ccccc3)CC2)cc1C,?,?,4%,0%,6%,-4%,5%,-2%[2.33 µM],17%
CCOc1ccccc1CN1CCNC(=O)C1CC(=O)N(C)CCc1ccccn1 (centres undefined),-10%,-11%,1%,1%,-3%,41%[activator],31%[activator],·,i
COc1ccc(S(=O)(=O)N2CCOCC2)cc1NC(=O)COc1cccnc1[N+](=O)[O-],?,-18%,14%,-2%,6%,26%,-12%,-24%,-5%
O=[N+]([O-])c1ccccc1N/N=C\c1ccccc1Cl,-10%,-19%,-2%,1%,14%,1%,12%,-4%[59 µM],-15%
O=C(c1ccc([N+](=O)[O-])cc1)N1CCN(C2=NS(=O)(=O)c3ccccc32)CC1,3%,-15%,4%,-2%,-9%,29%,15%,45%,-2%
O=C(CN1CCN(C/C=C/c2ccccc2)CC1)NCc1ccccc1,-19%,-4%,0%,-2%,3%,47%[activator],-4%,-49%,·
COc1ccc(N(C)S(=O)(=O)c2cccc(C(=O)NC3=NCCS3)c2)cc1,13%,-14%,-1%,-2%,3%,17%,-2%,71µM*,-11%
COc1ccc(CNC(=O)Cn2ccc([N+](=O)[O-])n2)cc1OC,3%,-3%,1%,-15%,-15%,25%,36%[activator],19%,-7%
COc1cc(N2C(=O)CSC23C(=O)N(Cc2ccc(C)cc2)c2ccccc23)cc(OC)c1OC (centres undefined),?,-23%,2%,-9%,-10%,9%,-25%,?,-4%
CCN1C(=O)C(NC(C)=O)c2cc(Br)ccc21 (centres undefined),3%,-5%,0%,0%,6%,32%,10%,-22%[59 µM],-4%
O=C(Nc1ccc(Oc2ccccc2)nc1)C1CCCCN1Cc1cccc(O)c1 (centres undefined),-2%,-7%,-2%,-6%,17%,22%,18%,76%[activator],4%
CCOc1ccc2nc(N(Cc3cccnc3)C(=O)C3CCCCC3)sc2c1,-10%,-10%,1%,-11%,3%,51%[activator],21%,-24%[59 µM],-5%
COC(=O)c1c(C)[nH]c(C)c1-c1ccc(C)cc1,?,-35%,5%,-4%,-2%,-17%,?,-13%,i
CCOc1ccc(N2CC(C(=O)NCc3ccc4c(c3)OCO4)CC2=O)cc1 (centres undefined),2%,-13%,-6%,2%,-8%,3%,115%[activator],-2%,8%
COc1ccc(NC(=O)Nc2cccc3c2O[C@H](CN(C)C(=O)Nc2ccc4c(c2)OCO4)[C@@H](C)CN([C@H](C)CO)C3=O)cc1,·,-16%,4%,·,7%,22%,9%,·,-2%
O=C(c1ccc2c(c1)OCO2)N1CCCc2ccccc21,23%,-20%,-7%,-5%,4%,18%,1%,?,-1%
CC(C)CCN1C(=O)c2ccccc2CC1(C)C(=O)NC1CCCCC1 (centres undefined),-28%,1%,-4%,-1%,-4%,60%[activator],32%[activator],1%[59 µM],·
CC(=O)Oc1c(C)c(OC(C)=O)c2c(c1C(C)=O)OC1CC(=O)C(C(C)=O)=C(O)C21C (centres undefined),?,-22%,10%,-3%,0%,21%,0%,-3%[12.7 µM],8%
O=C(c1ccccc1Br)N1CCN(c2ncccn2)CC1,-33%,-7%,-3%,-6%,-6%,16%,177%[activator],-1%,i
CC(OC(=O)c1ccco1)C(=O)NC1CCCCC1 (centres undefined),9%,-4%,-7%,-4%,-23%,23%,-13%,26%[59 µM],0%

# Compound activity: PubChem BioAssay, National Center for Advancing Translational Sciences (NCATS)

# The list is partial. The share of hits here may be higher or lower than overall.
